High-throughput results (PubChem BioAssay)
Growth percent in the NCI-60 one-dose screen (48 h, 10 µM unless noted): 100 = growth as untreated, 0 = no growth, -100 = all killed.
CCRF-CEM: CCRF-CEM leukemia; hit rate 7% among 77,000; AID 1794778
M14: M14 melanoma; hit rate 6.2% among 80,000
HOP-62: HOP-62 NSCLC; hit rate 3.9% among 80,000
A549/ATCC: A549/ATCC NSCLC; hit rate 3.7% among 81,000; AID 1794740
EKVX: EKVX NSCLC; hit rate 3% among 71,000; AID 1794765
SK-MEL-5: SK-MEL-5 melanoma | hit rate 6.4% among 80,000
LOX IMVI: LOX IMVI melanoma | hit rate 7.4% among 79,000 | AID 1794757
HOP-92: HOP-92 NSCLC cells; hit rate 6.3% among 71,000; AID 1794738
* = called active by the depositor; . = no result given; & = joins results of further samples. The calls were made as follows: active = growth percent below 10; inactive = the rest.

entry | Compound | CCRF-CEM | M14 | HOP-62 | A549/ATCC | EKVX | SK-MEL-5 | LOX IMVI | HOP-92
1 | CCOC(=O)c1sc(/N=C2\C(=O)Nc3c(Cl)cccc32)nc1C | 107 | 89 | 87 | 109 | 75 | 100 | 74 | 104
2 | Nc1ccc2ccc(N)cc2c1 | . | 84 | 86 | 82 | . | 83 | 65 | 101
3 | c1ccc(C(CN2CCCCC2)Oc2ccccn2)cc1 (stereo not drawn) | 103 | 101 | 112 | 94 | 113 | 103 | 92 | 112
4 | C=CCNC(=S)/N=C/C(C(=O)Nc1ccccc1)=C(/C)O | 98 | 102 | 95 | 87 | 108 | 98 | 99 | 104
5 | CSC(=S)N/N=C/c1cn(-c2ccccc2)nc1-c1cc2ccccc2oc1=O | 36 | 61 | 85 | 78 | 71 | 68 | 41 | 70
6 | CCOC(=O)c1ccc(Nc2nc(NN)nc(-c3ccccc3)c2C#N)cc1 | 88 | 106 | 104 | 105 | 92 | 94 | 104 | .
7 | CC1=CC(=O)C(C(C)=Nc2ccccc2Cl)C(=O)O1 (stereo not drawn) | 89 | 107 | 109 | 116 | 103 | 120 | 84 | .
8 | COc1ccc(C2CC(c3cccc(Nc4ccnc5cc(Cl)ccc45)c3)=NN2c2ccccc2)cc1 (stereo not drawn) | 58 | 27 | 60 | 52 | . | 39 | 49 | 58
9 | NNc1nc(-c2cccnc2)nc2c1sc(=S)n2-c1ccccc1 | 91 | 100 | 69 | 88 | 95 | 98 | 87 | 85
10 | Cc1c2ccccc2[n+](C)c2ccccc12 | 74 | 90 | 64 | 67 | 72 | 92 | 65 | 70
11 | O=C1Oc2ccccc2C(=O)/C1=C/N1C(=O)N/C(=C\c2ccccc2Br)C1=O | 102 | 96 | 90 | 70 | 91 | 91 | 88 | 60
12 | Cc1nn(-c2ccc(C#N)cc2)c2nc3c(nc12)c(=O)[nH]c1ccccc13 | . | 115 | 112 | 106 | 104 | 97 | 84 | .
13 | CN(C)c1cccc2[nH]c(-c3[nH]ncc3Nc3ccnc(N)n3)nc12 | 1.7* | -80* | -20* | -7.1* | -17* | -99* | . | -11*
14 | COc1ccc2c(c1)c(CC(=O)[Se]CCC#N)c(C)n2C(=O)c1ccc(Cl)cc1 | 5.2* | . | -48* | 2.6* | -82* | -73* | -50* | -68*
15 | O=C(Cc1nc2cc(Cl)c(Cl)cc2nc1CC(=O)c1ccccc1)c1ccccc1 | 27 | 75 | 71 | 74 | 51 | 90 | 62 | 67
16 | CNc1cccc([N+](=O)[O-])c1 | 113 | 96 | 86 | 100 | . | 98 | 101 | 114
17 | CC1CN(CCN2CC(C)N(C=O)CC2C)C(C)CN1C=O (stereo not drawn) | 104&98 | 108&106 | 100&107 | 103&104 | 108&112 | 102&106 | 104&112 | 116
18 | O=C1CC[C@@H](C(=O)O)N1 | 94&98 | 98&107 | 103&124 | 95&112 | 92&100 | 104&99 | 102&96 | 100&103
19 | CCC(C)[C@H](NC(C)=O)C(=O)N[C@@H](CCCNC(=N)N)C(=O)N[C@@H](CCCCN)C(=O)N[C@@H](CC1CCC(O)CC1)C(=O)NC(C(=O)N[C@@H](CCSC)C(=O)N[C@@H](CCCNC(=N)N)C(=O)N[C@@]1(C)CCC/C=C\CCC[C@@](C)(C(=O)NC(C(=O)N[C@@H](CCC(=O)O)C(=O)N[C@@H](CC(C)C)C(=O)N[C@H](C(=O)N[C@@H](CCC(=O)O)C(N)=O)C(C)C)[C@@H](C)O)NC(=O)[C@H](CCC(N)=O)NC(=O)[C@H](CC(C)C)NC(=O)[C@H](CC(C)C)NC1=O)[C@@H](C)O (stereo partly drawn) | . | 76 | 108 | 96 | 100 | 102 | 109 | 103
20 | CCOC(=O)C(CC(=O)O)=C(c1ccccc1)c1ccccc1 | 93&91 | 101&108 | 96&101 | 90&64 | 107&125 | 103&99 | 99&96 | 80&85

Remaining list, next part:
entry | Compound | CCRF-CEM | M14 | HOP-62 | A549/ATCC | EKVX | SK-MEL-5 | LOX IMVI | HOP-92
21 | Nc1n[nH]c2cccc(C#Cc3cccc(C(=O)Nc4cc(CN5CCOCC5)cc(C(F)(F)F)c4)c3)c12 | 19 | 6.9* | 39 | 42 | 61 | 29 | 7.7* | -7.5*
22 | CCCCC[C@H]1C/C=C2/C(=O)C=C[C@@H]2C/C=C\CCCC(=O)O1 | -0.8* | -29* | -46* | -24* | -18* | . | -79* | -40*
23 | N#CCN1CCOCC1 | 93 | 111 | 99 | 100 | 95 | 90 | 100 | 109
24 | O=C1Nc2cc(Cl)ccc2/C1=C\c1ccc(OCc2ccccn2)cc1 | 46 | 80 | 81 | 37 | 51 | 76 | . | 64
25 | N#Cc1c(-c2ccc(F)cc2)cc(-c2ccc(Br)s2)[nH]c1=O | 107 | 97 | 102 | 104 | 92 | 95 | 94 | 91
26 | C=Cc1ccc(CC)cn1 | . | 94 | 82 | 96 | 125 | 106 | 125 | 99
27 | NC(=S)N/N=C/C(=O)O | 24 | 94 | 86 | 92 | . | 103 | 93 | 82
28 | O=C1OCC2=C1C(c1ccc(Cl)c(Cl)c1)c1cc3c(cc1N2CCO)CCC3 (stereo not drawn) | 11 | 12 | 39 | 22 | 40 | 30 | 33 | 82
29 | CC1=C(C#N)C2=NN3CC(c4ccccc4)=NC3=NN2C(c2ccccc2)=C1 | 116 | 94 | 80 | 94 | 101 | 100 | 91 | .
30 | COc1ccc(Nc2ncccc2C(=O)NCc2cn(Cc3cccc(Oc4ccccc4)c3)nn2)cc1 | . | 39 | 51 | 49 | 40 | 16 | 48 | 68
31 | COc1cc([C@@H]2NC(=O)NC(C)=C2C(=O)Nc2nc(-c3ccc(Cl)cc3)cs2)ccc1O | 132 | 94 | 86 | 97 | 91 | . | 94 | 103
32 | CN(C)c1oc(-c2ccccc2)nc1C#N | 101 | 99 | 98 | 98 | 82 | 99 | . | 99
33 | Cc1ccc(-c2nc(C#N)c(N3CCN(S(=O)(=O)c4ccccc4)CC3)o2)cc1 | 100 | 101 | 108 | 94 | 88 | 96 | 110 | 113
34 | O=C(NCc1cccnc1)Nc1cccc2c(NC(=O)NCc3cccnc3)cccc12 | 100 | 102 | 95 | 100 | 101 | 101 | . | 105
35 | Cn1c(=O)c(C#N)c(-c2ccco2)n2c(SCC3CO3)nnc12 (stereo not drawn) | 58 | 105 | 97 | 99 | 111 | 108 | 59 | 79
36 | OCC1(CO)CCC=CO1 | 97 | 106 | 103 | 106 | 98 | 110 | 105 | 110
37 | N#Cc1c(-c2ccc(F)cc2)nc(SCc2ccc([N+](=O)[O-])cc2)nc1N1CCOCC1 | 77 | 88 | 35 | 63 | 39 | 62 | 85 | 37
38 | CNC1=CC(=O)c2c(C(=O)OC)c(C)nc(C)c2C1=O | 101 | 108 | 109 | 95 | 111 | 84 | 88 | 115
39 | O=P(c1ccccc1)(c1ccccc1)c1ccccc1 | 87 | 109 | . | 99 | . | 104 | 96 | 84
40 | Nc1nc2ccc(-c3nc4ccc5[nH]ncc5c4c4c3CCCC4)cc2s1 | 107 | 101 | 101 | 92 | 117 | 111 | 105 | 106

(next part)
entry | Compound | CCRF-CEM | M14 | HOP-62 | A549/ATCC | EKVX | SK-MEL-5 | LOX IMVI | HOP-92
41 | O=c1c2sc3ncc(Br)cc3c2ncn1-c1cccc(Cl)c1 | . | 76 | 60 | 43 | . | 76 | . | 73
42 | c1ccc2c3c([nH]c2c1)C1(CCCC1)c1c([nH]c2ccccc12)C31CCCC1 | . | 83 | . | 98 | 78 | 93 | 93 | .
43 | COc1cc2c(cc1OC)C1CC(=O)C(CC(C)C)CN1CC2 (stereo not drawn) | 97 | 102 | 110 | 104 | 108 | . | 100 | .
44 | COC(=O)CNC(=O)[C@H](CCSC)NC(=O)[C@H](Cc1ccccc1)NC(=O)[C@@H]1CCCN1C(=O)OC(C)(C)C | 109 | 105 | 107 | 99 | 89 | 99 | 96 | 73
45 | CC(=O)C(CCN(C)C)c1ccccn1 (stereo not drawn) | 94 | 106 | 103 | 99 | 101 | 103 | 102 | 104
46 | NNC(=O)N/N=C1\C(=O)N(c2nccs2)C(=O)C(=O)C1c1nc2ccccc2s1 (stereo not drawn) | . | 105 | 81 | 76 | 85 | 97 | 96 | 99
47 | O=[N+]([O-])c1ccccc1/C=N/N1CCCCCC1 | 105 | 106 | 98 | . | 102 | 100 | 108 | 60
48 | COc1ccc(/C=C2\Sc3ccc(C)cc3C2=O)cc1 | 96 | 79 | 81 | 105 | 98 | . | 90 | .
49 | c1ccc2c(c1)NC1(CCCCC1)S2 | 110 | 103 | 100 | 108 | 102 | 101 | 91 | 73
50 | C=C(CN1CC=CCC1)[C@@H]1CC[C@]2(CO)CC[C@]3(C)[C@H](CC[C@@H]4[C@@]5(C)CC[C@H](O)C(C)(C)[C@@H]5CC[C@]43C)[C@@H]12 | 91 | 96 | 104 | 95 | 104 | 96 | 100 | 92
51 | CC1(C)CC(C#N)C(=O)O1 (stereo not drawn) | 108 | 111 | 105 | 109 | 119 | 112 | 103 | 110
52 | CCOC(=O)C1=C(CSC(=S)N2CCOCC2)N(C)C(=O)NC1c1ccccc1 (stereo not drawn) | 102 | 95 | 87 | 97 | 91 | 100 | 88 | 93
53 | Cc1cccc(Nc2nc(N)nc(N)c2N)c1 | 94 | 95 | 82 | 97 | 97 | 109 | 98 | 97
54 | O=C(NC(=S)Nc1ccc(NC(=S)NC(=O)c2ccccc2)cc1)c1ccccc1 | 95 | 109 | 112 | 101 | 108 | 99 | 107 | 90
55 | O=C(c1cccs1)c1ccccc1Cc1ccccc1 | 94 | 118 | 97 | 89 | . | 98 | 103 | .
56 | Cc1cc(N2CCOCC2)nc(N2CCOCC2)c1C#N | 104 | 110 | 86 | 97 | . | 97 | 100 | 95
57 | COc1ccc(C(=O)/C=C/c2cn(-c3ccccc3)nc2-c2ccc(S(C)(=O)=O)cc2)cc1 | 39 | . | 95 | 89 | 84 | 82 | 44 | 96
58 | COc1cccc(-c2ccc(/C=N/NC(=O)c3[nH]c4ccc(Br)cc4c3-c3ccccc3)o2)c1 | -5.4* | 17 | 13 | 20 | 50 | -0.6* | 12 | 54
59 | N#Cc1c(NCc2ccc(N3CCOCC3)cc2)oc(-c2ccccc2)c1-c1ccccc1 | 54 | 105 | 83 | 72 | 86 | 40 | 46 | 90
60 | COC(=O)c1oc2c(F)c(-c3ccc(C)cc3)c(-c3ccccc3)c(-c3ccccc3)c2c1N | 96 | 111 | 99 | 97 | 94 | 96 | 68 | 78
61 | Cc1ccc2c(n1)C(=O)C(Cl)=C(Nc1ccc(C#N)cc1)C2=O | 3.8* | 86 | 115 | 106 | 93 | 99 | 70 | 126
62 | Cn1c(=O)c2[nH]c(CCCc3nc4c(c(=O)n(C)c(=O)n4C)n3C)nc2n(C)c1=O | 95 | 104 | 93 | 94 | 102 | 113 | 95 | 93

An excerpt from above in order of formula weight, ascending:
entry | Compound | CCRF-CEM | M14 | HOP-62 | A549/ATCC | EKVX | SK-MEL-5 | LOX IMVI | HOP-92
23 | N#CCN1CCOCC1 | 93 | 111 | 99 | 100 | 95 | 90 | 100 | 109
51 | CC1(C)CC(C#N)C(=O)O1 (stereo not drawn) | 108 | 111 | 105 | 109 | 119 | 112 | 103 | 110
27 | NC(=S)N/N=C/C(=O)O | 24 | 94 | 86 | 92 | . | 103 | 93 | 82
16 | CNc1cccc([N+](=O)[O-])c1 | 113 | 96 | 86 | 100 | . | 98 | 101 | 114
39 | O=P(c1ccccc1)(c1ccccc1)c1ccccc1 | 87 | 109 | . | 99 | . | 104 | 96 | 84
4 | C=CCNC(=S)/N=C/C(C(=O)Nc1ccccc1)=C(/C)O | 98 | 102 | 95 | 87 | 108 | 98 | 99 | 104
17 | CC1CN(CCN2CC(C)N(C=O)CC2C)C(C)CN1C=O (stereo not drawn) | 104&98 | 108&106 | 100&107 | 103&104 | 108&112 | 102&106 | 104&112 | 116
43 | COc1cc2c(cc1OC)C1CC(=O)C(CC(C)C)CN1CC2 (stereo not drawn) | 97 | 102 | 110 | 104 | 108 | . | 100 | .
61 | Cc1ccc2c(n1)C(=O)C(Cl)=C(Nc1ccc(C#N)cc1)C2=O | 3.8* | 86 | 115 | 106 | 93 | 99 | 70 | 126
35 | Cn1c(=O)c(C#N)c(-c2ccco2)n2c(SCC3CO3)nnc12 (stereo not drawn) | 58 | 105 | 97 | 99 | 111 | 108 | 59 | 79
13 | CN(C)c1cccc2[nH]c(-c3[nH]ncc3Nc3ccnc(N)n3)nc12 | 1.7* | -80* | -20* | -7.1* | -17* | -99* | . | -11*
9 | NNc1nc(-c2cccnc2)nc2c1sc(=S)n2-c1ccccc1 | 91 | 100 | 69 | 88 | 95 | 98 | 87 | 85
29 | CC1=C(C#N)C2=NN3CC(c4ccccc4)=NC3=NN2C(c2ccccc2)=C1 | 116 | 94 | 80 | 94 | 101 | 100 | 91 | .
11 | O=C1Oc2ccccc2C(=O)/C1=C/N1C(=O)N/C(=C\c2ccccc2Br)C1=O | 102 | 96 | 90 | 70 | 91 | 91 | 88 | 60
21 | Nc1n[nH]c2cccc(C#Cc3cccc(C(=O)Nc4cc(CN5CCOCC5)cc(C(F)(F)F)c4)c3)c12 | 19 | 6.9* | 39 | 42 | 61 | 29 | 7.7* | -7.5*
44 | COC(=O)CNC(=O)[C@H](CCSC)NC(=O)[C@H](Cc1ccccc1)NC(=O)[C@@H]1CCCN1C(=O)OC(C)(C)C | 109 | 105 | 107 | 99 | 89 | 99 | 96 | 73
